Source: PubChem
Keap1 Nrf2 FP: Keap1-Nrf2 (human) interaction inhibition; Keap1 Kelch-Nrf2 peptide fluorescence polarization, 1536-well; Q14145; 340,000 compounds, 0.15% hits; inhibition, % at 9.4 µM; in the data active = inhibition above about 12%;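 note: human Keap1 Kelch domain with fluorescein labeled Nrf2 9mer peptide probe; 0% = neutral control wells and 100% = peptide positive control; higher means more block of Keap1 binding to Nrf2 peptide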
Target sequence (Q14145 whole entry, looked up, the tested form may be a part): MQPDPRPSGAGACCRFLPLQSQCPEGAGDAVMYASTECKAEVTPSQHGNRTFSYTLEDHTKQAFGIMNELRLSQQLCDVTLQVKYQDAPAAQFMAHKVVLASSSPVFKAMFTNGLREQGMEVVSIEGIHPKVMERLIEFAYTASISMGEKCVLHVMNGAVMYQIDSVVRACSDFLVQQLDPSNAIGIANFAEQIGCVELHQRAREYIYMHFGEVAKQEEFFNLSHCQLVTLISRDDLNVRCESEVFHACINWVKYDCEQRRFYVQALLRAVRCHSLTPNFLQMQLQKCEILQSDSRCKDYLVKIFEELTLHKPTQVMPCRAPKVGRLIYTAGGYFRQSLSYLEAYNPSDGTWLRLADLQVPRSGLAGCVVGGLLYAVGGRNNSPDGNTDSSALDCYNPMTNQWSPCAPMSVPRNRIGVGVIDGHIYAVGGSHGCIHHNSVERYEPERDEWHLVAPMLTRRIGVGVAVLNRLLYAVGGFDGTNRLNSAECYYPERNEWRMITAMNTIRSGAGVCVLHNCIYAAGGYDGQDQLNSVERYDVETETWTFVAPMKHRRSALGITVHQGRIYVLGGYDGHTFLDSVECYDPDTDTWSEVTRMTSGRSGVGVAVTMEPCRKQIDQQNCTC
RTF Ca sens act: increases calcium sensitivity of human cardiac regulated thin filaments; P19429+P45379; IANBD-labeled TnC RTF fluorescence at EC20 calcium; 0% EC20 calcium, 100% full calcium; activation, % at 7.2 µM; 340,000 compounds, 0.24% hits; AID 493008;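 active = activation above the mean over all tested compounds plus 3 SD, cut at about 30% in these data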;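 note: rise in fluorescence read as greater calcium sensitivity of cardiac thin filaments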
OPRM1-OPRD1 inv: inverse agonists of human mu-delta opioid receptor heterodimerization; P35372+P41143; cell-based MOR-DOR heterodimer luminescence, inverse agonism; inhibition, % at 9.3 µM; 340,000 compounds, 0.21% hits; AID 504357; in the data active = inhibition above about 22%, passing the limit was not always enough;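 note: 0% = cells with DMSO and 100% = wells without cells with DMSO; values of inactives mirror those of a sister screen read the other way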
HTR5A inv ag: HTR5A inverse agonism, opioid heterodimer counter-screen | P47898 | HTR5A cell line, luminescence | inhibition, % at 9.3 µM | 340,000 compounds, 0.083% hits; in the data active = inhibition mostly above about 23%, no sharp cut-off; inactive = mostly below about 18%;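 note: 0% = cells with DMSO and 100% = no-cell wells with DMSO; some compounds called inactive have numbers as strong as hits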
Target sequence (P47898 whole entry, looked up): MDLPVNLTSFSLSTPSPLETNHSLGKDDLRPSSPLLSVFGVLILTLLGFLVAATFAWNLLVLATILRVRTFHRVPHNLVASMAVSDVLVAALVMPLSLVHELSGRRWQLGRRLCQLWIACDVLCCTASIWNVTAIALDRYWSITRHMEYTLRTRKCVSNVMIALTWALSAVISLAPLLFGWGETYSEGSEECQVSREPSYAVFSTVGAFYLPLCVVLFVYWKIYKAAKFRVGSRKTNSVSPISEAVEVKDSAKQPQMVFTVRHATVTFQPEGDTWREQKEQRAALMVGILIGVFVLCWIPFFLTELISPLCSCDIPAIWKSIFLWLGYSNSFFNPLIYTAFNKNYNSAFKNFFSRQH
CAL-PDZ inh HTS: inhibitors of human CAL PDZ peptide binding. purified CAL PDZ, TMR-peptide fluorescence polarization, 1 h. inhibition, % at 24.9 µM. 300,000 compounds, 0.92% hits. AID 602252;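 active = mean inhibition of at least 30% with at least half of replicates also reaching 30%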;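 note: 0% = DMSO neutral control and 100% = excess unlabeled competitor peptide PRC23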
HTR5A ag: counter-screen for OPRM1-OPRD1 agonists: human HTR5A agonism; P47898; HTR5A agonist assay, luminescence, cell-based; activation, % at 9.3 µM; 340,000 compounds, 0.61% hits; AID 504692; in the data active = activation mostly above about 9.5%, no sharp cut-off; inactive = mostly below about 7.6%;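 note: 0% = cells with vehicle only and 100% = reference agonist; strong numbers were not always called active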
C-LANA FP: inhibitors of KSHV LANA C-terminal domain DNA binding; 340,000 compounds, 0.078% hits; inhibition, % at 9 µM; MBP-C-LANA/FAM-LBS DNA binding, fluorescence polarization;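 active = highest replicate inhibition at or above 60% at 9 µM, even if other replicates fall short; inactive = all replicates below 60% inhibition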;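 note: 0% = neutral control wells and 100% = 4 µM acridine orange control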
MOR-DOR ag: agonists of human mu-delta opioid receptor heterodimerization; P35372+P41143; cells, OPRM1-OPRD1 heterodimerization, luminescence; activation, % at 9.3 µM; 340,000 compounds, 0.3% hits; AID 504326; in the data active = activation above about 18%;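 note: 0% = vehicle-treated cells and 100% = reference agonist; values of inactives mirror those of a sister screen read the other way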
V-ATPase pHluor: alters yeast V-ATPase proton transport | S. cerevisiae, pHLuorin cytosolic pH fluorescence | response, % at 10 µM | 350,000 compounds, 0.37% hits | AID 504577; in the data active = response mostly above about 7.3%, no sharp cut-off; inactive = mostly below about 5.4%; note: actives read high; inactives centre near 0; some compounds called inactive have numbers as strong as hits; reference of the scale not given here
Cardiac RTF inh: cardiac RTF calcium desensitization; 340,000 compounds, 0.12% hits; IANBD-labeled cardiac RTF, Ca2+ fluorescence; inhibition, % at 7.15 µM; AID 493244;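 active = inhibition above the mean inhibition of all tested compounds plus 3 SD, cut at about 17% in these data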;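 note: assay run at fixed EC70 calcium of 1.6 mM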
The depositor's hits bear a star; x = not tested or not shown.

Every second line gives: Keap1 Nrf2 FP, RTF Ca sens act, OPRM1-OPRD1 inv, HTR5A inv ag, CAL-PDZ inh HTS, HTR5A ag, C-LANA FP, MOR-DOR ag, V-ATPase pHluor, Cardiac RTF inh
1: COc1cc(CCC(=O)NCC2CCCO2)cc(OC)c1OC (configuration not stated)
→ -1, 4, 1, 24, 0, 1, 0.1, -0.1, 1, -2
2: COc1ccccc1CN1CC(C(=O)NCc2c(F)ccc(C)c2F)CCC1=O (configuration not stated)
→ -2, -2, 12, -17, 2, 0, 0.4, -2.4, -6, 2
3: CCCOC(=O)c1ccc(NC(=O)c2cccc(S(=O)(=O)N3CCN(C(C)=O)CC3)c2)cc1
→ 2, 2, -60, -35, -7, 12, 1.4, 7.5, -3, 3
4: CC(C)CCN(C(=S)Nc1cccc(F)c1)C(C)c1cccs1 (configuration not stated)
→ -10, 1, -6, -17, -3, 6, -1.3, 1.2, 1, -3
5: CCOc1ccc(/C=C2\SC(=S)N(CCC(=O)O)C2=O)cc1
→ 5, -4, 13, -7, 0, 7, -0.6, -2.5, -1, -16
6: COC(=O)c1c(CSc2cccc(C)c2)noc1C(=O)NCc1ccco1
→ 0, -12, -15, -20, -5, 0, 0.6, 2.5, -2, 9
7: CC(C)C1OC(c2cccc(NC(=O)c3cccs3)c2)OCC1(C)C (configuration not stated)
→ 1, -2, -17, 34, -2, 4, 1.2, 3.5, 4, -14
8: OCc1ccc2c(c1)c(-c1ccc3c(c1)OCCO3)c(-c1ccccc1)n2-c1ccccc1
→ -4, -3, 9, 5, 1, -7, 0.5, -1.5, 0, -6
9: O=C(CSc1ccc2nnc(-c3cccc(F)c3)n2n1)N1CCCc2ccccc21
→ -3, -1, -2, -31, 1, 0, -0.7, 0.5, 7, -1
10: CCC(=O)Nc1sc(C(=O)OC)c(C)c1C(=O)OC
→ 1, -1, -12, -8, -3, 3, 0.1, 2.0, 0, -4
11: O=C(NCC1CCCO1)C(c1cccs1)N(C(=O)c1ccc(CN2CCOCC2)o1)c1ccc(Cl)cc1 (configuration not stated)
→ -1, 11, -1, 10, -4, 7, 0.0, 0.2, 0, 1
12: CCOc1ccc2nc(SCC(=O)Nc3cc4c(cc3C(C)=O)OCO4)[nH]c2c1
→ -3, 3, 15, 2, -4, -1, 1.1, -2.7, -1, -8
13: CCCCn1c(N)c(N(CCC)C(=O)C2CCCC2)c(=O)[nH]c1=O
→ -2, 3, -3, -13, -6, 5, 1.1, 0.8, 3, 4
14: CCOc1ccc(NC(=O)Nc2cnccn2)cc1
→ -3, 5, 14, 8, -6, 7, 0.4, -2.8, 0, -25
15: S=C(NCc1ccccc1)Nc1cccc(Cl)c1
→ 0, 2, -7, -4, -5, 2, -1.5, 1.1, 0, 0
16: CCCCn1c(N)c(N(CCC(C)C)C(=O)COC(=O)c2ccco2)c(=O)[nH]c1=O
→ -6, -1, 3, -9, -4, 3, 1.1, -0.6, -1, 8
17: CC[C@]1(C(=O)OC)[C@H]2C(=O)N(Cc3ccccc3)C(=O)[C@H]2[C@H]2CN=C(SCc3ccccc3)N21
→ -1, 1, 13, 11, -3, -3, -1.2, -2.5, 0, -5
18: COc1ccc(N(CC(=O)NCCSc2ccccc2)S(=O)(=O)c2ccccc2)cc1OC
→ 5, -3, 2, -24, 0, 9, -0.4, -0.4, -1, 0
19: c1ccc(NCc2ccncc2)cc1
→ 0, -1, 18, -23, 3, 6, 0.0, -3.7, -4, 0
20: Cc1ccccc1CC(=O)NCC1CCCCC1
→ 5, -1, 7, 5, -4, -1, 3.4, -1.6, 1, -4
21: CC1CCN(C(=O)COC(=O)CCC(=O)c2ccc(Cl)cc2)CC1
→ -2, -1, -1, 9, 1, -4, -0.7, 0.3, 1, -5
22: CCNC(=S)NNC(=O)Cn1nc(C)cc1C
→ -5, 2, 19, -8, -3, 4, 0.0, -3.5, 4, 6
23: CCOC(=O)C1(Cc2cccc(OC)c2)CCN(Cc2cccn2-c2nccs2)CC1
→ 1, -6, -24, -14, -2, -2, -0.7, 4.9, -4, -9
24: c1ccc(-c2nn3c(Cn4cnc5ccccc54)nnc3s2)cc1
→ -1, 4, 11, -21, -1, -2, 0.5, -1.9, 0, -7
25: CCCCn1c(N)c(N(CC(C)C)C(=O)c2ccco2)c(=O)[nH]c1=O
→ -4, -3, 4, 5, -1, 4, 0.4, -0.6, 11, -1
26: CCOc1ccc(-n2c(C)c(C(C)=O)c3cc(OCC(N)=O)ccc32)cc1
→ 2, -6, 2, 18, 2, -1, 0.4, -0.5, -6, -2
27: CCOC(=O)CCSc1n[nH]c(=S)s1
→ -1, -7, 7, 8, 8, -3, -1.5, -1.4, 1, 3
28: COc1cc(CNc2ccc(N3CCOCC3)c(C(=O)O)c2)ccc1OCC(N)=O
→ -2, 1, 18, -2, -1, 1, 0.2, -3.5, 6, 0
29: NC(=O)c1cc(-c2cccnc2)nc2ccc(Br)cc12
→ -2, 0, 18, -9, x, 4, 0.7, -3.5, 3, -5
30: COc1cc2c(cc1OC)C1=C(C#N)CCC(=NC(=O)c3ccc(Cl)cc3)N1CC2
→ -1, 4, -3, -18, -2, 1, 0.9, 0.6, -1, -1
31: COc1ccc(CCNC(=O)c2cccc(NC(=O)CC3SC(N4CCCCC4)=NC3=O)c2)cc1OC (configuration not stated)
→ -4, -2, 24, 18, -3, 0, -2.3, -7.2, -3, -2
32: Cc1ccc(-n2ncc3c(N4CCC5(CC4)OCCO5)ncnc32)c(C)c1
→ -3, 2, -2, -18, x, 6, 0.7, 0.4, 2, -9
33: CC(C)c1ccc(NC(=O)CSc2nc(-c3ccccc3F)nc3nc[nH]c23)cc1
→ -5, -4, 14, -2, -2, 1, 0.3, -2.3, -1, 2
34: O=C(CCCN1C(=O)c2cccc3cccc(c23)C1=O)NC1CCS(=O)(=O)C1 (configuration not stated)
→ -1, 1, 5, 14, -1, -5, -1.7, -0.9, -5, -13
35: OCC#CCSc1nnc(-c2ccc(Br)cc2)o1
→ -5, -5, 12, -3, -3, 1, -0.3, -2.0, 3, 3
36: O=c1cc(C=NNc2ccccc2)[nH]c(=O)[nH]1
→ -2, -3, 16, -8, -3, 2, 2.2, -3.6, 0, -6
37: Cc1ccc(NC2c3ncccc3C(=O)N2Cc2cccs2)cc1C (configuration not stated)
→ 0, 7, 14, 19, -6, -7, 0.2, -2.1, -2, -23
38: CC(C)c1ccc(/C=N/N2CCN(c3ccccn3)CC2)cc1
→ -7, 6, -40, -14, 2, -1, -1.3, 7.8, 1, -1
39: COc1cc2nc(C3CC3)n(NC(=O)c3ccc(F)cc3)c(=O)c2cc1OC
→ 0, 1, 4, -12, x, 1, 1.4, -0.8, 4, -5
40: Cc1cc(NC(=O)COC(=O)c2cc([N+](=O)[O-])ccc2N2CCOCC2)ccc1Br
→ -7, 2, -20, -4, -1, 2, 1.0, 3.1, -5, -11
41: O=C(CCCSc1nc2ccccc2[nH]1)NCc1ccccc1F
→ -2, 5, 8, -3, 2, 1, -0.5, -1.6, -1, -6
42: CC(C)OP(=O)(OC(C)C)C(O)c1ccc(N(C)C)cc1 (configuration not stated)
→ -1, -4, 14, 7, -2, -5, -1.3, -2.8, 0, 0
43: Cc1cc2ccccc2n2c(SCC(=O)Nc3ccc(S(=O)(=O)N4CCC(C)CC4)cc3)nnc12
→ 0, -4, 7, -5, 0, -3, 1.0, -1.4, -1, -2
44: COc1ccc(NC(=O)CCCn2c(=O)c3sccc3n(Cc3cccc(C)c3)c2=O)cc1
→ 3, -1, 14, -22, x, 2, -0.6, -2.6, -9, 7
45: C=CCOc1ccc(C2NC(=O)NC(C)=C2C(=O)OC)cc1 (configuration not stated)
→ 2, 5, -5, -14, -2, -3, -3.0, 1.0, -1, -2
46: CCCOc1ccc(CSc2ncn[nH]2)cc1
→ -3, 3, -16, -8, -1, 1, -0.2, 2.7, -3, -6
47: COc1ccc(CCC(=O)N2c3ccccc3CC2C)cc1 (configuration not stated)
→ -4, -4, 13, -6, 2, 2, -0.1, -2.5, -1, -6
48: CCc1noc(C)c1C(=O)Oc1ccc(N(C)S(=O)(=O)c2ccc(C)c(C)c2)cc1
→ 1, -4, 9, -5, 5, 9, -0.5, -1.6, 1, 1
49: Cc1c(C(=O)N2CCc3ccccc3C2)oc2ccc(Br)cc12
→ 0, -4, -12, -16, 0, 3, -0.2, 1.9, 0, 0

Some of the entries so far, with tabs:
#	compound	Keap1 Nrf2 FP	RTF Ca sens act	OPRM1-OPRD1 inv	HTR5A inv ag	CAL-PDZ inh HTS	HTR5A ag	C-LANA FP	MOR-DOR ag	V-ATPase pHluor	Cardiac RTF inh
31	COc1ccc(CCNC(=O)c2cccc(NC(=O)CC3SC(N4CCCCC4)=NC3=O)c2)cc1OC (configuration not stated)	-4	-2	24	18	-3	0	-2.3	-7.2	-3	-2
32	Cc1ccc(-n2ncc3c(N4CCC5(CC4)OCCO5)ncnc32)c(C)c1	-3	2	-2	-18	x	6	0.7	0.4	2	-9
33	CC(C)c1ccc(NC(=O)CSc2nc(-c3ccccc3F)nc3nc[nH]c23)cc1	-5	-4	14	-2	-2	1	0.3	-2.3	-1	2
34	O=C(CCCN1C(=O)c2cccc3cccc(c23)C1=O)NC1CCS(=O)(=O)C1 (configuration not stated)	-1	1	5	14	-1	-5	-1.7	-0.9	-5	-13
35	OCC#CCSc1nnc(-c2ccc(Br)cc2)o1	-5	-5	12	-3	-3	1	-0.3	-2.0	3	3
36	O=c1cc(C=NNc2ccccc2)[nH]c(=O)[nH]1	-2	-3	16	-8	-3	2	2.2	-3.6	0	-6
37	Cc1ccc(NC2c3ncccc3C(=O)N2Cc2cccs2)cc1C (configuration not stated)	0	7	14	19	-6	-7	0.2	-2.1	-2	-23
38	CC(C)c1ccc(/C=N/N2CCN(c3ccccn3)CC2)cc1	-7	6	-40	-14	2	-1	-1.3	7.8	1	-1
39	COc1cc2nc(C3CC3)n(NC(=O)c3ccc(F)cc3)c(=O)c2cc1OC	0	1	4	-12	x	1	1.4	-0.8	4	-5
